# KCNK9 inh – inhibitors of human KCNK9 two-pore domain potassium channel; Q9NPC2; HEK293 KCNK9, FluxOR thallium flux fluorescence; stronger effect = lower value; B-score at 10 µM; 1.2% of 310,000 active; AID 488922;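 active = ratio B-score over 3 SD below the library mean, with starting fluorescence within 5 SD of its mean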;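 also: negative B-score means less thallium flux so channel inhibition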
# RGS4 pot – RGS4 potentiation or activation; B-score at 10 µM; HEK293 M3R/inducible RGS4, carbachol calcium flux Fluo4; stronger effect = lower value; 0.92% of 310,000 active;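 active = B-score of the integrated calcium signal more than 4 SD below the library mean, with starting fluorescence not abnormally high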;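 also: negative B-score means reduced calcium response which marks RGS4 activation or potentiation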
#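 Also added: carbachol at ECmax as muscarinic agonist stimulus; Assay system: HEK293 cells with stable M3R and inducible RGS4; Timing: overnight RGS4 induction, 30 min dye load 37 °C, 20 min compound RT; Measured by: Fluo4-AM (2 µM) calcium-flux fluorescence, kinetic read.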
# KCNK3 block – human KCNK3 channel inhibition, primary screen; CHO-KCNK3 thallium flux, FluxOR fluorescence; stronger effect = lower value; B-score at 10 µM; 0.84% of 340,000 active;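 active = B-score under library mean minus 4 SD, starting fluorescence ratio at most library mean plus 5 SD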;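 also: more negative B-score means stronger inhibition of thallium flux through KCNK3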
# ANO1 block – blocks the mouse calcium-activated chloride channel TMEM16A | Q8BHY3 | HEK293 TMEM16A/YFP iodide influx fluorescence, ionomycin | normalized B-score (activity score, 25-100; higher = stronger inhibition) at 10 µM | 1.2% of 310,000 active;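 active = ratio plate-corrected score three or more library SD toward inhibition, starting fluorescence score within five deviations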;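 also: score derived from kinetic fluorescence span divided by baseline fluorescence per well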
# Target sequence (Q8BHY3 whole entry, looked up): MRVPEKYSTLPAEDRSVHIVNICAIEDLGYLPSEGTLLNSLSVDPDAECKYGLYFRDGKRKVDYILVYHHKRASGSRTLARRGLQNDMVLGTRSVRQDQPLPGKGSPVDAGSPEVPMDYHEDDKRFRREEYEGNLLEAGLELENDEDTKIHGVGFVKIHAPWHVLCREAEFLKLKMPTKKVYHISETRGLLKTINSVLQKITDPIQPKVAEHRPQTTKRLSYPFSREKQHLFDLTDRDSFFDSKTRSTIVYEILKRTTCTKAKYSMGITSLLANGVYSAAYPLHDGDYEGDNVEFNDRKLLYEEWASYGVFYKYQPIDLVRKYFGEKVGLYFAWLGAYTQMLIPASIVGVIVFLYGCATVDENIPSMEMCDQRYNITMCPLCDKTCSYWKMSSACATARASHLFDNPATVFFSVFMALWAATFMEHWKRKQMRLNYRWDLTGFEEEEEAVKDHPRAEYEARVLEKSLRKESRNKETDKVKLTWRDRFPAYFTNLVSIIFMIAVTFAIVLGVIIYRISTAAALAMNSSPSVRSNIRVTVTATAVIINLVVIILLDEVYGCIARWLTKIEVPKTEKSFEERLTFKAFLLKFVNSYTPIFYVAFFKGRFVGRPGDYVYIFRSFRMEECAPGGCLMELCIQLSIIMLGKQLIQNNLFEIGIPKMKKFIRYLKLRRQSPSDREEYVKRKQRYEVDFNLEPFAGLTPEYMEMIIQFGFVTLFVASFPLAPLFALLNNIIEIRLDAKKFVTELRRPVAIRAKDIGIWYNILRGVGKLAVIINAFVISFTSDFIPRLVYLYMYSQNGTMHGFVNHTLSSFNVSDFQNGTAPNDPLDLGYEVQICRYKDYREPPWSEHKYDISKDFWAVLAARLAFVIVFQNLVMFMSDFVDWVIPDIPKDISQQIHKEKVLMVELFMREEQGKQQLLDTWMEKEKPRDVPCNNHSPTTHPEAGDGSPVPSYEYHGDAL
# RGS4 inh – inhibitors of human RGS4. P49798. HEK293 M3R/RGS4 inducible, Fluo-4 calcium flux; stronger effect = higher value; triggered by carbachol at its EC20. B-score at 10 µM. 0.45% of 310,000 active. AID 463165;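 active = B-score, a plate-corrected calcium signal, over three deviations above library mean, with baseline fluorescence within five deviations of library mean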;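 also: RGS4 expression induced by doxycycline in cells with stable M3 receptor; B-score is computed from the integrated fluorescence ratio over baseline after carbachol; higher B-score means a larger calcium signal and so more RGS4 inhibition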
# MrgX1 ag – activates human MrgX1 receptor signaling; MrgX1-HEK293 cells, Fluo-4 calcium fluorescence, agonist mode; stronger effect = higher value; B-score at 10 µM; 0.44% of 310,000 active; AID 588627;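 active = calcium response B-score plate-corrected fluorescence ratio at least 3 library SD, with starting fluorescence B-score inside 5 SD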
#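 Assay system: stable human MrgX1 HEK293 cell line. Quantity: 15,000 cells per well. Schedule: cells plated overnight, dye loaded 0.5 h 37 °C, 0.5 h room temperature. Detection: Fluo-4 NW calcium-flux fluorescence, kinetic read. Read-out basis: peak-minus-minimum fluorescence over baseline, converted to B scores. Control set: positive and negative control wells on each plate.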
# MrgX1 PAM – allosterically activates human MrgX1 receptor signaling | Q96LB2 | MrgX1-HEK293, Fluo-4 calcium flux, FDSS; stronger effect = higher value | B-score at 10 µM | 0.63% of 310,000 active;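 active = plate-corrected calcium response at least 3 library SD above typical, normal starting fluorescence, not activating the receptor alone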;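 also: compound read alongside a low EC10 to EC30 dose of BAM8-22 agonist; peak minus trough fluorescence over baseline measured at the second addition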
# KCNQ1 inh – inhibitors of human KCNQ1 potassium channel. P51787. CHO-K1 KCNQ1, FluxOR thallium flux fluorescence; stronger effect = higher value. B-score at 10 µM. 1.3% of 310,000 active. AID 2642;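 active = compounds whose thallium flux B-score, printed positive for inhibition, exceeds three library SD while starting fluorescence stays within three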;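 also: channel opened by potassium depolarization with thallium stimulus after 20 min compound exposure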
# TMEM16A act – mouse TMEM16A channel activation, primary screen; B-score at 10 µM; HEK293 TMEM16A/YFP-H148Q/I152L, iodide quench fluorescence; stronger effect = lower value; AID 623877; 0.3% of 340,000 active;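 active = fluorescence-ratio B-score plate-corrected deviation score at least 3 library SD below zero, with starting fluorescence score within 5 deviations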;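 also: channel opened by trigger with iodide after compound preincubation; score built on the fluorescence ratio of max minus min over baseline; more negative score means more quench and so TMEM16A activation or potentiation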
# hERG protect – shields human hERG channel from block by proarrhythmic agents; Q12809; CHO-hERG, FluxOR thallium flux, dofetilide IC70 present; activation (rescue from dofetilide block), less the hit threshold, % at 10 µM; 0.51% of 310,000 active; AID 1511;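 active = activation above the mean of controls blocked by dofetilide plus 5 SD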;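 also: thallium influx through hERG after potassium depolarization seen as dye fluorescence rise; in these data hits start at about 4.7%; inactives centre near -7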
# KCNQ1 pot – human KCNQ1 channel potentiation or activation; CHO-K1 KCNQ1, thallium flux FluxOR fluorescence; stronger effect = higher value; B-score at 10 µM; 0.35% of 310,000 active; P51787; AID 2648;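 active = fluorescence ratio B-score, a plate-corrected score, at least three library SD, with initial intensity B-score within 5 SD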
#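 assay system = CHO-K1 cells stably expressing KCNQ1 | medium = assay buffer, equal DMSO in all wells | timing = 37 °C overnight plating, 90-min dark dye load, 20-min compound pretreatment | measured by = kinetic FluxOR thallium fluorescence, 10-s 1-Hz baseline, 110-s post-stimulus read | measure = fluorescence change relative to baseline, converted to B score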
# Active calls of the source: *; i = inactive; . = no result given.
SMILES,KCNK9 inh,RGS4 pot,KCNK3 block,ANO1 block,RGS4 inh,MrgX1 ag,MrgX1 PAM,KCNQ1 inh,TMEM16A act,hERG protect,KCNQ1 pot
O=C(CCl)Nc1cn(-c2ccccc2)nc1-c1ccc(F)cc1,i,i,i,i,i,i,i,i,i,-6,i
Cc1cccc(NC(=O)c2ccc(NCCO)c([N+](=O)[O-])c2)n1,i,i,i,i,i,i,i,i,i,-6,i
Cc1oncc1C(=O)Nc1cccc2ccccc12,i,i,i,.,i,.,.,i,i,-6,i
CCOC(=O)c1sc(NC(=O)CCCCl)nc1C,i,i,i,i,i,i,i,i,i,-7,i
Cc1ccccc1N1CCN(C2CCCN(C(=O)c3cnsn3)C2)CC1 (configuration not stated),i,i,i,i,i,i,i,i,i,-10,i
CCN(CC)c1ccc(NC(=O)COc2ccc(C#N)cc2)cc1S(=O)(=O)Nc1ccc(OC)cc1,i,i,i,i,i,i,i,i,i,-2,i
c1ccc(COc2ccc(OCCCN3CCCC3)cc2)cc1,i,-11*,i,i,i,i,i,i,i,-10,i
CCOc1ccccc1-n1c(COc2ccccc2)nnc1SCC(N)=O,i,i,i,i,i,i,i,i,i,-9,i
Cc1ccc(CN2CCN(CCC(C)C)C(CCO)C2)s1 (configuration not stated),i,i,i,i,i,i,i,i,i,-5,i
COc1ccccc1NS(=O)(=O)c1cc(NC(=O)c2cnccn2)ccc1N1CCOCC1,i,i,i,i,i,i,i,i,i,-1,i
CN(C)S(=O)(=O)c1ccc(S(=O)(=O)N(CC(=O)Nc2ccccc2)CC2CCCO2)cc1 (configuration not stated),i,i,i,i,i,i,i,i,i,-3,i
O=C(Nc1ccc(C(=O)O)cc1)/C(=C\C=C\c1ccccc1)NC(=O)c1cccc(Br)c1,i,i,i,i,i,i,i,i,i,1,i

# Continued; the last two above are carried over.
SMILES,KCNK9 inh,RGS4 pot,KCNK3 block,ANO1 block,RGS4 inh,MrgX1 ag,MrgX1 PAM,KCNQ1 inh,TMEM16A act,hERG protect,KCNQ1 pot
CN(C)S(=O)(=O)c1ccc(S(=O)(=O)N(CC(=O)Nc2ccccc2)CC2CCCO2)cc1 (configuration not stated),i,i,i,i,i,i,i,i,i,-3,i
O=C(Nc1ccc(C(=O)O)cc1)/C(=C\C=C\c1ccccc1)NC(=O)c1cccc(Br)c1,i,i,i,i,i,i,i,i,i,1,i
Cn1c(=O)c2c(ncn2CCCc2ccccc2)n(C)c1=O,i,i,i,i,i,i,i,i,i,-15,i
Cc1ccc(NS(=O)(=O)c2ccc(Cl)c(C(=O)Nc3cccc(C(=O)O)c3)c2)cc1,i,i,i,i,i,i,i,i,i,-4,i
CC[N+](C)(CC)CCC(c1ccccc1)C1CCCCC1 (configuration not stated),i,-8.7*,i,i,i,i,i,i,i,-7,i
CC1(C)Cc2ccccc2-c2nnc(-c3cccc(O)c3)n21,i,i,i,i,i,i,i,i,i,-6,i
Cn1c(=O)n(CC(=O)OCc2ccccc2)c(=O)c2c1nc1n2CCCN1C1CCCCC1,i,i,i,i,i,i,i,i,i,-12,i
Cc1ccc(C)c(NC(=O)CS(=O)(=O)c2cn(C)c3ccccc23)c1,i,i,i,i,i,i,i,i,i,-3,i
CC(/C=N/NC(=O)c1nnn(-c2nonc2N)c1C(C)C)=C\c1ccccc1,i,i,i,i,i,i,i,i,i,-7,i
COc1cc(/C=N/NC(=O)CSc2nc3ccccc3n2C)cc(OC)c1OC,i,i,i,i,i,i,i,i,i,-5,i
N/C(=N\S(=O)(=O)c1cccs1)c1ccccc1Cl,i,i,i,i,i,i,i,i,i,-8,i
O=C(NCCCN1CCOCC1)c1ccc2c(=O)n(Cc3ccccc3)c(=S)[nH]c2c1,i,i,i,i,i,i,i,i,i,-13,i
CCCCn1c(CN2CCN(c3cccc(Cl)c3)CC2)nc2c1c(=O)[nH]c(=O)n2C,i,i,i,i,i,i,i,i,i,-5,i
CC(/C=C/c1cccs1)=C\C(=O)O,i,i,i,i,i,i,i,i,i,-7,i
COc1ccc(C(CCN(Cc2ccc(OC)c(OC)c2)C(=O)CCl)c2ccccc2)cc1 (configuration not stated),-11*,i,i,i,i,i,i,i,i,-9,i
O=C(C1=C(O)C(=O)N(Cc2ccco2)C1c1ccccc1)c1cccs1 (configuration not stated),i,i,i,i,i,i,i,i,i,-14,i
Cc1cccc(C(C)(C)C)c1OCCCCN1CCCC1,i,i,i,i,i,i,i,i,i,-9,i
CC(C)(C)c1ccc(/C=N/NC(=S)NC2CCCCC2)cc1,i,i,i,i,i,i,i,i,i,-7,i
N#CCNC1CC(=O)N(c2ccccc2)C1=O (configuration not stated),i,i,i,i,i,i,i,i,i,0,i
CCc1nnc(NC(=O)CS(=O)(=O)Cc2ccccc2)s1,i,i,i,i,i,i,i,i,i,-8,i
COc1cc(OC)c(N(C)S(=O)(=O)c2cccc(C(=O)Nc3nnc(C4CC4)s3)c2)cc1Cl,i,i,i,i,i,i,i,i,i,-13,i
COC(=O)C(NNc1ccccc1)(NC(=O)c1ccc(F)cc1)C(F)(F)F (configuration not stated),i,i,i,i,i,i,i,i,i,-15,i
O=c1c2ccccc2nnn1Cc1ccccc1,i,i,i,i,i,i,i,i,i,-18,i
Cc1ccccc1NC(=O)CC1SCCNC1=O (configuration not stated),i,i,i,i,i,i,i,i,i,-5,i
COc1ccc(S(=O)(=O)N(CCCN2CCOCC2)Cc2ccc(OC)c(OC)c2)cc1,i,i,i,i,i,i,i,i,i,-11,i
CC(=O)c1sc(NC(=O)c2cc(=O)c3ccccc3o2)nc1C,i,i,i,i,i,i,i,i,i,-16,i
O=C(Cn1cncn1)N/N=C/c1cccnc1,i,i,i,i,i,i,i,i,i,-5,i
Nc1ccc2c(c1)C(=O)N(c1cccc3ccccc13)C2=O,i,i,i,i,i,i,i,i,i,-9,i
COc1cc(OC)cc(C(=O)N[C@H](C(=O)OCC(=O)Nc2ccc(F)c(F)c2F)C(C)C)c1,i,i,i,i,i,i,i,i,i,-18,i
Cc1ccc(NS(=O)(=O)c2ccc3c(c2)CC(=O)N3)cc1C,i,i,i,i,i,i,i,i,i,-12,i
O=C(O)c1ccc(CSc2nnc(-c3ccccc3Br)o2)cc1,i,i,i,i,i,i,i,i,i,-2,i
C=CCN1C(=O)CSc2ccc(C(=O)NCc3cccs3)cc21,i,i,i,i,i,i,i,i,i,47*,i
O=C(NCCCn1ccnc1)C(=O)NCC1OCCN1S(=O)(=O)c1ccc2c(c1)OCCO2 (configuration not stated),i,i,i,i,i,i,i,i,i,-8,i
CC(C)c1nc(N2CCOCC2)c(C#N)c2c1CCC2,i,i,i,i,i,i,i,i,i,-8,i
COc1ccc(NC(=O)c2oc3ccc(S(=O)(=O)N4CCC5(CC4)OCCO5)cc3c2C)cc1,i,i,i,i,i,i,i,i,i,-22,i
Cc1cccc(NC(=O)CNC(=O)c2sc3ccccc3c2Cl)n1,i,i,i,i,i,i,i,i,i,-15,i
Cc1ccc(NC(=O)C2CCN(S(=O)(=O)c3c(C)noc3C)CC2)cc1C,i,i,i,i,i,i,i,i,i,-8,i
CCOc1ccccc1NC(=O)C1CCC(=O)N1S(=O)(=O)c1ccc(C)cc1 (configuration not stated),i,i,i,i,i,i,i,i,i,-11,i
CCCc1cc(=O)[nH]c(SCC(=O)N2CCN(c3ccc(F)cc3)CC2)n1,i,i,i,i,i,i,i,i,i,-8,i
Cc1cc2n(n1)C(c1ccccc1)Nc1ccccc1-2 (configuration not stated),i,i,i,i,i,i,i,i,i,-18,i
O=C(O)CC(CC(=O)Nc1ccc(-c2ccccc2)cc1)c1ccccc1 (configuration not stated),i,i,i,i,i,i,i,i,i,-1,i
O=C(Cc1cccs1)N/N=C/C=C\c1ccco1,i,i,i,i,i,i,i,i,i,-3,i
CCOC(=O)c1cc(C#N)c(N2CCCNCC2)nc1C(F)(F)F,i,i,i,i,i,i,i,i,i,-2,i
O=C(N/N=C\c1ccc(CNS(=O)(=O)c2ccc(Cl)cc2)o1)C(=O)Nc1ccc(Oc2ccccc2)cc1,.,.,i,i,.,i,i,.,i,.,.
Cc1cccc(NC(=O)CNC(=O)COc2cc(F)ccc2[N+](=O)[O-])c1C,i,i,i,i,i,i,i,i,i,0,i
Cc1ccc(-c2nc3ccccc3nc2-c2ccccc2)cc1,i,i,i,i,i,i,i,15*,i,-5,i
O=C1CCCN1CCCNC(=S)Nc1ccccc1,i,i,i,i,i,i,i,i,i,-8,i
CC1(C)CC(=O)c2cnn(-c3nc4ccccc4[nH]3)c2C1,i,i,i,i,i,i,i,i,i,-9,i
O=C(CNC(=O)c1ccc(F)cc1)N/N=C/c1ccc(O)c([N+](=O)[O-])c1,i,i,i,i,i,i,i,i,i,-8,i
CN(CC(=O)NCCC1=CCCCC1)S(=O)(=O)c1ccc2c(c1)CCC(=O)N2,i,i,i,i,i,i,i,i,i,-8,i
C=CCC1(CC=C)CCCN1C(=O)CC1C(=O)NCCN1Cc1cccc(OC)c1 (configuration not stated),i,i,i,i,i,i,i,i,i,-10,i
O=S(=O)(NC1CCCCC1N1CCCCC1)c1ccc(Cl)cc1 (configuration not stated),i,i,i,i,i,i,i,i,i,-16,i
Cc1cn(S(=O)(=O)c2ccc(Br)cc2)cn1,i,i,i,i,i,i,i,i,i,-10,i
OC(COCc1ccccc1)CN1CCCC1 (configuration not stated),i,i,i,i,i,i,i,i,i,0,i
CC1CCC(NC(=O)CN(C)S(=O)(=O)c2cccc3cccnc23)CC1 (configuration not stated),i,i,i,i,i,i,i,i,i,-9,i
Cc1ccc(NC2CCCN(C(=O)c3ccnc(Cl)c3)C2)cc1C (configuration not stated),i,i,i,i,i,i,i,i,i,-6,i
COC(=O)[C@@H](NC(=O)NCc1ccccc1F)C(C)C,i,i,i,i,i,i,i,i,i,-2,i
